BCR signal inh: blocks chronic active B-cell receptor signaling | ABC-DLBCL IkBa-CBG/CBR reporter, luminescence ratio, 4 h | Potency, µM (series often up to 46.1 µM), without a hit: at the highest dose ratio change, negative = lower green/red ratio, most hits filed as inhibitors | 340,000 compounds, 0.05% hits; active means well fitted inhibition curve with a large enough effect in the signal ratio, with a control signal flat, not every such curve was filed as active; inconclusive means small, poorly fitted or top-dose-only effect, or effect the other way, or a change in a side signal; the % refers to the signal ratio;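 further: potency means the concentration at half of the fitted maximal effect; plate controls were basal doxycycline-induced cells for no effect and cells given 10 µM MG132 for full effect; MG132 reads +100%, hits lower the ratio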
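Compounds up to 46 uM were incubated four hours with TMD8 cells whose green CBG68 luciferase is fused to IkappaBalpha; red CBR luminescence normalised the signal, and concentration-effect curves were fitted to fusion, red and ratio data.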
ELG1 DNA repair: inhibitors of ELG1-dependent DNA repair in HEK293T cells | Potency, µM (highest dose often 46.1 µM), for inactives: at the top dose activity change, negative = inhibition, actives largely listed as inhibitors | 330,000 compounds, 2.3% hits | HEK293T ELG1-luciferase reporter, luminescence, 16 h; DNA damage induced by 5-fluorouridine; further: potency means the concentration at half of the fitted maximal effect; on the % scale 0 is the no-effect control and ±100 the full control effect; nearly all actives have a fitted effect of over 55% in size
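Cells (2,000 per well) received 5-fluorouridine plus test compound or DMSO and were incubated 16 hr at 37 °C, 5% CO2. Luciferase activity was read by luminescence 30 min after ONE-Glo addition; signal suppression marked inhibition of damage-induced ELG1 function.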
TSHR antag: blocks TSH signaling through the human TSH receptor; P16473; TSHR-expressing cells, TSH-stimulated cAMP HTRF, 2 h; stronger effect = lower value; activity change, negative = inhibition, % at 11.5 µM; 330,000 compounds, 0.2% hits;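 active means activity change below a set negative limit, meaning inhibition stronger than a set level, cut at about -70% in these data; inconclusive means activity change between two set negative limits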; further: on the % scale 0 is the no-effect control and ±100 the full control effect
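Antagonism was scored as loss of TSH-driven cAMP in TSHR cells, stimulated with 4nM TSH (EC80) for 2 hours at 37 deg C and detected by homogeneous HTRF competition immunoassay.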
A-T KAP1 phos: potential ataxia-telangiectasia treatments restoring KAP-1 phosphorylation | […] A-T fibroblasts, KAP-1 phosphorylation AlphaLISA; neocarzinostatin DNA damage 30 min before lysis | Potency, µM (top dose mostly 57.5 µM), inactives show at the top dose activation, hits mostly activators | 320,000 compounds, 0.19% hits | AID 485349; further: potency means the concentration at half of the fitted maximal effect; % of control where 0% means no effect; nearly all actives have a fitted effect of over 45% in size
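hTERT-immortalized A-T patient fibroblasts ([…]), 500 cells/well in OPTI-MEM, 1% FBS, got compounds for 60 min, then NCS for 30 min at 37C. Lysates were then assayed for phospho-KAP-1 by AlphaLISA (anti-pKAP1 donor, anti-KAP1 acceptor beads), 6 hr at 25C.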
Eya2 inh: Eya2 (human) phosphatase inhibition. O00167. recombinant Eya2, OMFP fluorescence dephosphorylation (OMFP is methylfluorescein phosphate). Potency, µM (titrated, usually from 76.9 µM), without a hit: top-dose activity, negative = inhibition, hits mostly inhibitors. 330,000 compounds, 0.006% hits; further: potency means the concentration at half of the fitted maximal effect; on the % scale 0 is the no-effect control and ±100 the full control effect
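Eya2 protein (added as 0.2 uM solution) was preincubated with compound for 10 min at ambient temperature in 50 mM HEPES pH 7.5, 50 mM NaCl, 5 uM MgCl2, 0.05% BSA, 1 mM DTT. OMFP (added at 50 uM) then reacted 10 min; fluorescence read at 485/525 nm.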
Mito fusion act: inhibitors of mitochondrial division or activators of mitochondrial fusion | S. cerevisiae fusion-defective mutant growth rescue, CellTiterGlo 48 h | Potency, µM (top dose mostly 46.1 µM), for inactives: at the highest dose growth rescue (activation), usual class: activators | 320,000 compounds, 0.23% hits | AID 485298;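 further: potency means the concentration at half of the fitted maximal effect; % of control where 0% means no effect; nearly all actives have a fitted effect of over 45% in size; temperature-sensitive fusion mutants such as fzo1-1 at 37 °C on non-fermentable ethanol glycerol medium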
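S. cerevisiae fusion-defective temperature-sensitive mutants (e.g. fzo1-1, mgm1-5) grown 48 h at 37C in YPEG (ethanol/glycerol non-fermentable) medium with 23 nl compound per well; growth rescue read as CellTiterGlo luminescence.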
TCR activator: T cell receptor activation; Potency, µM (top dose mostly 9.22 µM), for inactives: at the highest dose activation of IL-2 secretion, actives largely listed as activators; primary human leukocytes, anti-CD3, IL-2 HTRF, 48 h; 330,000 tested, under 10 active; further: % of control where 0% means no effect
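IL-2 release read by HTRF sandwich (Eu cryptate donor, d2 acceptor, 665 nm emission) after 48 hr exposure of primary human leukocytes to compound together with anti-CD3 beads in the absence of co-stimulatory signals.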
S-ASM inh: human S-ASM enzyme inhibition; Potency, µM (doses to about 57.5 µM), for the others: top-dose activity change, negative = inhibition, actives largely listed as inhibitors; AID 504937; 340,000 compounds, 0.006% hits; P17405; placental ASM, HMU-PC fluorogenic substrate, 60 min; further: potency means the concentration at half of the fitted maximal effect
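Human placenta-derived ASM preincubated with compound 10 min at room temperature, then reacted with 9 uM (final) fluorogenic HMU-PC substrate for 60 min at 37 C. Stop solution raises pH to 10; fluorescence read at Ex 386/Em 447 nm.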
Integrin act MD: integrin-mediated muscular dystrophy alleviation activation; alpha7betagal myoblasts, beta-gal FDG fluorescence, 48 h; Potency, µM (series often up to 38.3 µM), for inactives: at the highest dose activation, hits mostly activators; 350,000 compounds, 0.064% hits; AID 624291;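 further: potency means the concentration at half of the fitted maximal effect; 100% = response of the positive control SU9516; nearly all actives have a fitted effect of over 60% in size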
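Alpha7betagal+/- myoblasts (passage 13) were plated 16-24 hr, then exposed to compounds (1:260 dilution of DMSO stock) for 48 hours at 37C. After MPER lysis, β-galactosidase reporter activity was read as FDG fluorescence (ex 480/em 540) after 30 minutes.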
TSG101-PTAP inh: blocks PTAP/TSG101 interaction to inhibit HIV-1 budding; 340,000 tested, under 10 active; Q99816; Fluorescence polarization, FITC-PTAP peptide / Tsg101 binding; Potency, µM (top dose mostly 115 µM), inactives show top-dose activity change, negative = inhibition, hits mostly inhibitors; AID 493005; active means well fitted inhibition curve with a large enough effect in the main read-out, with a control signal flat, not every such curve was filed as active; inconclusive means small, poorly fitted or top-dose-only effect, or effect the other way, or a change in a side signal; inactive means no such curve, though single readings can be large or run the other way; further: potency means the concentration at half of the fitted maximal effect; % of control where 0% means no effect
Target sequence (Q99816 whole entry, looked up): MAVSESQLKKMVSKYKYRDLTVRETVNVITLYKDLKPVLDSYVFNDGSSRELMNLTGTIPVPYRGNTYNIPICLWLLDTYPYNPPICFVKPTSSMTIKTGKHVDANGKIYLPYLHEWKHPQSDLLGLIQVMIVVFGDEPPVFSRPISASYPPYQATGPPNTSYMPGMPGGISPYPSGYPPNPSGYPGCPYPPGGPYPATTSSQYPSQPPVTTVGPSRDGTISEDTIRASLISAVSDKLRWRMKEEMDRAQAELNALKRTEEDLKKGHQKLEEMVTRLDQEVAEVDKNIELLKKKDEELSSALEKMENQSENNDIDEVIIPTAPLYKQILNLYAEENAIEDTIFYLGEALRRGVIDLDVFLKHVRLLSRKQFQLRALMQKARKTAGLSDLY
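Fluorescence anisotropy tracks displacement of a FITC-tagged PTAP peptide (50 nM) from the Tsg101 binding domain (10 uM), following a 20 min room-temperature incubation at pH 7.5.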
Tb PFK inh: blocks T. brucei phosphofructokinase. O15648. T. brucei PFK, ADP-Glo luminescence. Potency, µM (doses to about 57.5 µM), for inactives: top-dose activity, negative = inhibition, actives largely listed as inhibitors. 330,000 compounds, 0.17% hits. AID 485367;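 further: potency means the concentration at half of the fitted maximal effect; 0% = uninhibited 1x PFK enzyme wells and -100% = no-enzyme wells; nearly all actives have a fitted effect of over 60% in size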
Target sequence (O15648 whole entry, looked up): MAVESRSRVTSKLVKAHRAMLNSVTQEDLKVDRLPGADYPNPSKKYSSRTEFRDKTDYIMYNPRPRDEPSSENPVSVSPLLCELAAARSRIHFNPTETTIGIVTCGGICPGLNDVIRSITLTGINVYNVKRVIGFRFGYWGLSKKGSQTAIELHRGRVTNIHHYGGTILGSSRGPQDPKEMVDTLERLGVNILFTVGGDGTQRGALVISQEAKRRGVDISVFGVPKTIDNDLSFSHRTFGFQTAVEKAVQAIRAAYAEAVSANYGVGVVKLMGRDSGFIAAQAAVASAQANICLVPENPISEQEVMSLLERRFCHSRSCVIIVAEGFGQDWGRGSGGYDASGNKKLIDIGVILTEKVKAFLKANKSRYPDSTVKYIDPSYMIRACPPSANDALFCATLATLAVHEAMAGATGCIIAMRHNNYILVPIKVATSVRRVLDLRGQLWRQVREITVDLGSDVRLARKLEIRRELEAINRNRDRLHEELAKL
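1.25 nM PFK with 0.5 mM F6P and 0.1 mM ATP in 0.1 M TEA pH 8.0, 5 mM MgCl2, incubated 45 min at room temperature; ADP measured by ADP-Glo luminescence; compounds titrated up to 57 uM.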
Active calls of the source: *; ? = inconclusive; . = no result given; [ ] = remark or other dose. Unless noted, the call rests on the fitted dose curve; in most records, active means well fitted curve in the direction sought with a large enough effect; inconclusive means small, poorly fitted or top-dose-only effect, or another doubt; inactive means no such curve, though single readings can be large; an effect the other way counts as inactive or inconclusive.

Values run as follows: Integrin act MD	TSG101-PTAP inh	Eya2 inh	S-ASM inh	TCR activator	TSHR antag	A-T KAP1 phos	Tb PFK inh	BCR signal inh	ELG1 DNA repair	Mito fusion act
- CCc1ccc(C2=NN(CCC(=O)NC(C)c3ccc4c(c3)OCCO4)C(=O)CC2)cc1 (stereo not drawn)
    -4%	-6%	-1%	-2%	-7%	-7	5%	0%	-29%	-30%	8%
- CCSCc1nnc(SCC(=O)Nc2ccc(OC)cc2)n1C
    -19%	-2%	2%	2%	6%	18	-4%	0%	2%	-11%	2%
- C=CCN(CC=C)C(=O)Nc1ccc2nc(C)sc2c1
    18%	0%	7%	27%	-4%[46.1 µM]	11	4%	-3%	?	17%	-20%
- N#CCSc1ccccc1NC(=O)COC(=O)CCN1C(=O)C2CC=CCC2C1=O (stereo not drawn)
    21%	-4%	14%	4%	1%	-26	-4%	0%	0%	11%	-2%
- CCc1ccc2nc(N3CCN(C(=O)C(C)(C)C)CC3)sc2c1
    0%	-2%	-2%	1%	9%	-9	13%	1%	?	14%	10%
- CCn1c(=O)c2cc(C(=O)NCCOC)sc2c2ccccc21
    41%	-4%	-5%	2%	-1%	-2	-30%	2%	1%	?	2%
- Cc1cc(C)n2nc(S(=O)(=O)N(C)c3ccccc3)nc2n1
    11%	0%	2%	-6%	-2%	9	0%	0%	7%	5%	-6%
- Cc1ccc(NC(=O)CN(C)C(=O)CSc2ccc3c(c2)OCCO3)cc1
    1%	-9%	10%	1%	5%	-5	-1%	0%	-11%	2%	0%
- Brc1cccc(OCCOCCn2ccnc2)c1
    29%	0%	-6%	5%	0%	21	-6%	-22%	?	-9%	-1%
- COc1cc2[nH]c(=O)n(CCC(=O)NCCC(C)C)c(=O)c2cc1OC
    -22%	-7%	-2%	5%	.	-4	.	-1%	19%	9%	-3%
- O=C(CSc1nc2c(c(=O)n1-c1ccc(Br)cc1)SCC2)Nc1nccs1
    22%	-3%	-5%	-1%	5%	19	-9%	1%	10%	9%	1%
- Cc1ccc2nsnc2c1S(=O)(=O)N(CCO)Cc1cc2cc3c(cc2[nH]c1=O)OCCO3
    15%	4%	0%	-1%	5%	-11	-6%	-5%	-12%	14%	-3%
- CC(CC(=O)O)CC(=O)Nc1ccc(S(N)(=O)=O)cc1 (stereo not drawn)
    -5%	0%	-8%	-2%	-1%	-4	-10%	-1%	-16%	8%	1%
- COc1ccccc1NC(=S)N(Cc1ccc(C)cc1)Cc1cccnc1
    ?	-2%	3%	5%	-2%	5	0%	-3%	-7%	0%	12%
- Cc1ccsc1CN(C)C(=O)c1ccc(Oc2ccccc2)cc1
    7%	1%	1%	-5%	-1%	-15	14%	5%	3%	?	14%
- Cc1cc(-c2cc(C(=O)O)c3ccccc3n2)c(C)s1
    22%	0%	8%	2%	.	-2	-5%	0%	6%	13%	0%
- CC(O)c1c(OCc2ccccc2)ncnc1OCc1ccccc1 (stereo not drawn)
    2%	-3%	-33%	-8%	1%	-6	8%	7%	14%	-14%	19%
- CSc1nnc(Cc2cc(=O)[nH]c(=O)[nH]2)n1-c1cccc(C)c1
    13%	-4%	11%	-1%	-1%	3	-1%	0%	0%	9%	-1%
- Cc1cccc(NS(=O)(=O)c2ccc(-c3ccc(=O)[nH]n3)o2)c1
    25%	-1%	13%	-3%	-1%	-4	1%	3%	-3%	6%	-2%
- O=C(c1cc(Cl)ccc1[N+](=O)[O-])N1CCc2ccccc2C1
    -5%	-3%	-2%	2%	7%[46.1 µM]	7	-15%	0%	4%	-3%	1%
- CC1CC1C(=O)Nc1cc(C(F)(F)F)ccc1N1CCOCC1 (stereo not drawn)
    0%	0%	-17%	-2%	-2%	23	2%	-4%	-2%	2%	-1%
- C=CCNCC(=O)N1N=C(c2ccc3ccccc3c2)CC1c1ccc(OC)cc1 (stereo not drawn)
    -52%[inhibitor]	-5%	-5%	-9%	3%	9	-13%	2%	-17%	6%	-10%
- Cc1cc(C(=O)OCC(=O)N2CCN(C(=O)c3ccco3)CC2)c(C)n1-c1ccc(F)cc1
    8%	-8%	7%	-1%	3%	-2	-2%	1%	-6%	?	9%
- O=C(NCc1n[nH]c(=S)n1-c1ccc(Br)cc1)c1ccc(S(=O)(=O)N2CCOCC2)cc1
    8%	1%	11%	3%	4%	-12	0%	-3%	?	3%	1%
- COc1ccc(C)cc1N(CC(=O)N1CCCCCC1)S(C)(=O)=O
    14%	-1%	-3%	3%	.	4	-3%	3%	6%	?	2%
- O=C1NN(c2ccccc2)C(=O)/C1=C/c1ccc(-c2ccc(Cl)c(C(=O)O)c2)o1
    -1%	-3%	-6%	-22%	-2%	0	1%	1%	-3%	11%	7%
- O=C(NCCCC(=O)N1CCOCC1)c1cccnc1
    -7%	-3%	-4%	2%	-4%	3	4%	0%	1%	0%	-3%
- Nc1[nH]c(N=NC(=O)c2ccc(Cl)cc2)c2ccccc12
    -3%	-1%	1%	6%	3%[46.1 µM]	13	0%	0%	?	?	-3%
- COc1cc(/C=C2\S/C(=N/S(=O)(=O)c3ccc(C)cc3)NC2=O)c([N+](=O)[O-])cc1OC
    -24%	-7%	0%	2%	15%[46.1 µM]	-12	-5%	-13%	?	5%	-1%
- COc1cc(CCC(=O)O)on1
    -10%	-2%	6%	2%	-5%	-5	2%	-9%	4%	13%	-11%
- CCCn1nnc(NC(=O)c2ccc(F)cc2)n1
    16%	-1%	-9%	1%	2%	21	-6%	6%	-3%	?	0%
- COc1ccc(-c2cc3c(nn2)-c2ccccc2C3=O)cc1
    -25%	-1%	5%	-10%	4%	-5	4%	-6%	-7%	?	7%
- Cc1cc(N2CCOCC2)n2ncc(-c3ccccc3Cl)c2n1
    -37%	0%	2%	21%	3%	-12	-1%	-1%	0%	?	13%
- COc1ccc(C(=O)c2ccc(OC)c(N)c2)cc1N
    11%	-4%	-4%	3%	0%	19	-1%	6%	?	?	8%
- COc1ccccc1-c1nnc(C2CCN(S(=O)(=O)c3cccc([N+](=O)[O-])c3)CC2)o1
    38%	-6%	0%	-1%	5%	14	6%	-4%	6%	-34%	17%
- CN(C)c1ccc(NC(=O)C2CCCN(S(=O)(=O)c3ccccc3)C2)cc1 (stereo not drawn)
    ?	-2%	-5%	-1%	0%	-6	-8%	-10%	-12%	?	4%
- CN1CCN(c2nc3c(c(=O)[nH]c(=O)n3C)n2Cc2ccccc2)CC1
    8%	3%	-1%	1%	3%	3	1%	0%	1%	11%	0%
- O=C(NCCc1ccccc1F)c1cccc2cccnc12
    -4%	-4%	0%	7%	2%	-5	18%	23%	3%	?	10%
- COc1ccc(/C=N/NC(=O)CNC(=O)c2ccc3c(c2)OCCO3)cc1OC
    0%	-13%	-2%	-3%	2%[46.1 µM]	-2	1%	-2%	-3%	15%	1%
- Cc1noc(C)c1C(=O)N1CCN(c2ncccn2)CC1
    -12%	0%	8%	5%	6%	8	0%	2%	10%	5%	2%
- O=C(CCN1C(=O)[C@@H]2Cc3ccccc3CN2C1=O)N[C@H](Cc1ccccc1)C(=O)O
    12%	0%	-25%	-1%	-8%	-3	0%	2%	1%	-21%	1%
